# Dyrk1A ADPGlo = rat Dyrk1A kinase inhibitors, primary screen, biochemical, single point, plate reader; hit rate 0.43% among 310,000; Dual specificity tyrosine-phosphorylation-regulated kinase 1A (Rattus norvegicus), Q63470; inhibition, % at 12.5 µM; ADP-Glo luminescence, NFATc1 peptide; in the data active = inhibition above about 50%;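 also: plate controls were vehicle with enzyme for no effect and no enzyme for full effect; many of its hits are not listed in these tables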
# RGS4 act = RGS4 potentiators or activators, primary screen, cell-based, HEK293 M3R inducible RGS4, calcium flux; AID 463111, 2010; B-score at 10 µM; carbachol calcium flux Fluo4; stronger effect = lower value; hit rate 0.92% among 310,000;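 active = B-score of the integrated calcium signal more than 4 SD below the library mean, with starting fluorescence not abnormally high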;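 also: negative B-score means reduced calcium response which marks RGS4 activation or potentiation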
#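 Reagent: ECmax carbachol challenge; Test system: M3R-expressing HEK293 line, RGS4 induced by doxycycline; Schedule: overnight RGS4 induction, 30 min dye load 37 °C, 20 min compound RT; Detection: calcium dye Fluo4 fluorescence; Read-out: Agonist-evoked peak-minus-minimum fluorescence over baseline, integrated ratio, B score.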
# GSK3 alpha inh = blockers of GSK3A enzyme activity – biochemical, luminescence, cell-free homogeneous, HTS, primary screen; AID 2650, 2010; hit rate 0.1% among 320,000; GSK-3 alpha kinase, ADP-Glo luminescence, 60 min; inhibition, % at 10 µM;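 in the data active = inhibition above about 50%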;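 also: GST-tagged GSK-3 alpha with peptide substrate and 25 µM ATP; 0% = DMSO neutral wells and 100% = GW8510 positive control wells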
# GSK3B inh = human GSK3beta kinase inhibitors, primary screen, biochemical, cell-free homogeneous, HTS; GST-GSK3beta kinase, ADP-Glo luminescence, 60 min; stronger effect = lower value; activity score (negative = inhibition), % at 10 µM; hit rate 0.038% among 300,000; AID 2097, 2009;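 active = more than half of replicate wells score below -50%, meaning over 50% inhibition versus plate controls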;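 also: 0% = median DMSO wells and -100% = median GW8510 positive control wells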
#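 Test system: GST-tagged human GSK3beta kinase, cell-free; evaluation: activity score scaled between in-plate DMSO and GW8510 controls; measured by: ADP-Glo luminescence; incubation: 60 min reaction, RT; benchmarks: DMSO and 20 µM GW8510; reagent: peptide substrate plus 25 µM ATP (final); medium: Tris/MgCl2 kinase buffer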
# hERG protect = hERG rescue from dofetilide block, primary screen, cell-based, CHO-hERG, FluxOR thallium flux, dofetilide IC70 | activation (rescue from dofetilide block), less the hit threshold, % at 10 µM | dofetilide IC70 present | hit rate 0.51% among 310,000;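 active = activation above the mean of controls blocked by dofetilide plus 5 SD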;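 also: thallium influx through hERG after potassium depolarization seen as dye fluorescence rise; in these data hits start at about 4.7%; inactives centre near -7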
# KCNQ1 act = potentiators or activators of KCNQ1 channel, primary screen, cell-based, thallium flux, high-throughput. B-score at 10 µM. CHO-K1 KCNQ1, thallium flux FluxOR fluorescence; stronger effect = higher value. hit rate 0.35% among 310,000. Potassium voltage-gated channel subfamily KQT member 1 (Homo sapiens), P51787. AID 2648, 2010;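 active = fluorescence ratio B-score, a plate-corrected score, at least three library SD, with initial intensity B-score within 5 SD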
# Target sequence (P51787 whole entry, looked up): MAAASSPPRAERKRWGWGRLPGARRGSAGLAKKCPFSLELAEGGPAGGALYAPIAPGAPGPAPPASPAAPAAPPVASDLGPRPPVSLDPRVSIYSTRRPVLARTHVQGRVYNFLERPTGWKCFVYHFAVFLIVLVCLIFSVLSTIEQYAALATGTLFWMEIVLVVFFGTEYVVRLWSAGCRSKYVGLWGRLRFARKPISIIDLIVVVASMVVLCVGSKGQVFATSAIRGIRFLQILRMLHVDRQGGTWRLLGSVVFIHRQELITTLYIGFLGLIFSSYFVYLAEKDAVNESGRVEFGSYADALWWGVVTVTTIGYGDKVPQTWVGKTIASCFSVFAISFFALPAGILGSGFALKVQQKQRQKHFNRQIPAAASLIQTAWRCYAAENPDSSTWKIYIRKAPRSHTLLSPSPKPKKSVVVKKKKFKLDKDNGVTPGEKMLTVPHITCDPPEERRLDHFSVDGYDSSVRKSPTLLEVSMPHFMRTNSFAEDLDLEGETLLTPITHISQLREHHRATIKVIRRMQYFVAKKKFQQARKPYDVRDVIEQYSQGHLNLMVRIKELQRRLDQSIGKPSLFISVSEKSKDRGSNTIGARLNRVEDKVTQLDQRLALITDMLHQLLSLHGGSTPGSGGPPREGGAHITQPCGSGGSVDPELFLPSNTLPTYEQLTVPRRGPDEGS
#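 Test system: CHO-K1 cells stably expressing KCNQ1 / Medium: assay buffer / Also added: depolarizing K+/Tl+ stimulus, K2SO4 and Tl2SO4 each 12.5 mM in 5x stock / Incubation: 90 min dye loading and 20 min compound exposure, both at room temperature / Signal: thallium influx via FluxOR fluorescence, kinetic imaging / Evaluation: B score of baseline-normalized fluorescence ratio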
# PolyA inhibitor = polyadenylation inhibitors in yeast reporter cells, primary screen, luminescence, S. cerevisiae; S. cerevisiae SKY197-pL101 polyadenylation reporter, beta-gal luminescence; efflux-impaired pdr1/pdr3 knockout yeast; score 100 = 6 SD above DMSO; calls only at 12 µM; hit rate 0.02% among 300,000;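 active = lowest replicate activity score at least 50, where 100 means six control SD above control mean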;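 also: yeast exposed to compound for 9 h at 30 °C; higher score means more reporter readthrough which indicates perturbed polyadenylation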
# KCNQ1 inh = inhibitors of human KCNQ1 channel, primary screen, cell-based, thallium flux, high-throughput; CHO-K1 KCNQ1, FluxOR thallium flux fluorescence; stronger effect = higher value; B-score at 10 µM; hit rate 1.3% among 310,000; AID 2642, 2010;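 active = compounds whose thallium flux B-score, printed positive for inhibition, exceeds three library SD while starting fluorescence stays within three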;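 also: channel opened by potassium depolarization with thallium stimulus after 20 min compound exposure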
# KCNK3 inh = human KCNK3 channel inhibitors, primary screen, CHO cells, FluxOR thallium flux, B-score | Potassium channel subfamily K member 3 (Homo sapiens), O14649 | FluxOR fluorescence; stronger effect = lower value | hit rate 0.84% among 340,000 | B-score at 10 µM;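 active = B-score under library mean minus 4 SD, starting fluorescence ratio at most library mean plus 5 SD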;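 also: more negative B-score means stronger inhibition of thallium flux through KCNK3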
# HDAC3 inh = HDAC3 deacetylase inhibitors, primary screen, biochemical, fluorescence, cell-free homogeneous | inhibition, % at 8.3 µM | hit rate 0.15% among 320,000 | recombinant HDAC3, fluorogenic peptide/trypsin coupled; in the data active = inhibition above about 26%, passing the limit was not always enough
# KCNK9 block = KCNK9 potassium channel inhibitors, primary screen, HEK293 cells, thallium flux; hit rate 1.2% among 310,000; AID 488922, 2010; FluxOR thallium flux fluorescence; stronger effect = lower value; B-score at 10 µM; Potassium channel subfamily K member 9 (Homo sapiens), Q9NPC2;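 active = ratio B-score over 3 SD below the library mean, with starting fluorescence within 5 SD of its mean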;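 also: negative B-score means less thallium flux so channel inhibition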
# Target sequence (Q9NPC2 whole entry, looked up): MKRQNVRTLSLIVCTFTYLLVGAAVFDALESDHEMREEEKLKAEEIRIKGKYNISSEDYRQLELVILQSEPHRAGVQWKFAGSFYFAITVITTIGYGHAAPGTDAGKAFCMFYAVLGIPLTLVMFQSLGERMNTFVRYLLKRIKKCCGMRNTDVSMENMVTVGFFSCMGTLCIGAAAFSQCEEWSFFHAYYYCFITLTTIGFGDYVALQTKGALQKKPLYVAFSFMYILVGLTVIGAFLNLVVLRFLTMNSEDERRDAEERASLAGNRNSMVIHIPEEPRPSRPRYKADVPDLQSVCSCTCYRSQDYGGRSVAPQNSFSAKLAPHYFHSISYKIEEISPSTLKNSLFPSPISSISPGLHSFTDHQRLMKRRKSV
# * = called active by the depositor; i = inactive; nt = not tested or not shown. This is a subset. The share of hits here may be higher or lower than overall.
SMILES,Dyrk1A ADPGlo,RGS4 act,GSK3 alpha inh,GSK3B inh,hERG protect,KCNQ1 act,PolyA inhibitor,KCNQ1 inh,KCNK3 inh,HDAC3 inh,KCNK9 block
COc1ccccc1-c1sc2ccccc2c1-c1ccc2c(c1)OCO2,10,i,3,-1,-6,i,i,i,i,5,i
CC(C)CNC(=O)NC(=O)COc1ncnc2sccc12,-2,i,-5,0,-7,i,i,i,i,3,i
COc1cc2c(cc1OC)CN(C(=O)C(CCSC)NS(=O)(=O)c1ccc(C)cc1)CC2 (centres undefined),-5,i,-1,1,-8,i,i,i,i,-8,i
CC(=O)CCc1oc2c([N+](=O)[O-])cccc2c1-c1ccc(C)o1,-2,i,2,2,-31,i,i,i,i,1,i
COc1ccc(CNC(=O)N2CCc3ccccc3C2)cc1,-4,i,-5,3,-15,i,i,i,i,3,i
CCc1nc(SCC(=O)NNC(=O)C(C)C)c2ccccc2n1,8,i,1,1,-9,i,i,i,i,4,i
Cc1ccc(C)c(NC(=S)N(CCc2ccncc2)C(C)C)c1,10,i,0,1,-15,i,i,i,i,-5,i
Cc1ccc(S(=O)(=O)c2cc3c(=O)n4ccccc4nc3n(CCCN3CCOCC3)c2=N)cc1C,-2,i,1,1,-7,i,i,i,i,-37,i
O=C(CSc1ncnc2c1cnn2-c1ccc(F)cc1)NC1CCCC1,-6,i,0,-1,-7,i,i,i,i,-2,i
O=C(O)c1ccc2c(c1)C(=O)N(Cc1ccco1)C2=O,19,i,-1,-1,-10,i,i,i,i,-5,i
Nc1nonc1-n1nnc(C(=O)N/N=C/c2cccc(F)c2)c1-c1ccccc1,1,i,5,-12,-5,i,i,i,i,-1,i
Cc1cc(C(C)(C)C)cc(C)c1COC(=O)c1cccnc1,-6,i,-1,0,-11,i,i,i,i,5,i
CCOC(=O)C1(Cc2ccccc2)CCCN(C2CCN(C(C)=O)CC2)C1 (centres undefined),1,i,0,-4,-8,i,i,i,i,-4,i
CCC(C)C(=O)Nc1nnc(SCC(=O)NC2CCCC2)s1 (centres undefined),2,i,-1,-4,-6,i,i,i,i,2,i
Cc1ccc(NC(=O)CN2C(=O)COc3ccc(C)cc32)nc1,-9,i,9,0,-5,i,i,i,i,0,i
O=C(CCCSc1nc2ccccc2s1)NC1=NCCS1,33,i,nt,2,-11,i,i,i,i,-7,i
COc1ccc(/C=C(/NC(=O)c2ccccc2)C(=O)NCCCn2ccnc2)cc1OC,-4,i,2,-1,-10,i,i,i,i,8,i
CCC(C)[C@H](NC(=O)Nc1ccc(C)cc1C)C(=O)O (some centres undefined),-7,i,-1,-1,-10,i,i,i,i,-5,i
CC(=O)C(/C=N/c1ncc(C(F)(F)F)cc1Cl)=C(\C)O,0,i,1,-1,-9,i,i,i,i,nt,i
C=C(C)CNC(=S)N/N=C(\C)c1cccc(NC(C)=O)c1,-1,i,nt,0,-6,i,i,i,i,nt,i
COc1ccc(C(=O)CSc2nnc(CC(=O)Nc3ccccc3OC)n2C)cc1,nt,i,-1,-1,-6,i,i,i,i,0,i
O=C(C1CCN(C2CCN(C/C=C/c3ccccc3)CC2)CC1)N1CCOCC1,-4,i,0,1,-11,i,i,i,i,-1,i
COc1ccc(/C=C(/NC(C)=O)C(=O)O)cc1,5,i,2,-6,-9,i,i,i,i,2,i
COc1ccc(CC(=O)N(C)Cc2cccc(OC)c2OC)cc1S(=O)(=O)N1CCOCC1,15,i,1,3,-7,i,i,i,i,2,i
Cc1[nH]nc2c1C1(C(=O)Nc3ccc([N+](=O)[O-])cc31)C(C#N)=C(N)O2 (centres undefined),0,i,-2,4,-11,i,i,i,i,-12,i
CCOC(=O)c1nnc(-c2ccccc2)nc1N1CC(C)OC(C)C1 (centres undefined),-5,i,-1,-3,-6,i,i,i,i,-8,i
CC1(c2ccccc2)NC(=O)N(CC(=O)Nc2ccc(S(N)(=O)=O)cc2)C1=O (centres undefined),-3,i,-2,2,-3,i,i,i,i,2,i
N#Cc1ccccc1NCc1ccccc1,-3,i,0,0,-10,i,i,i,i,5,i
Cc1c(Br)c(=O)oc2c(Br)c(O)c(O)cc12,22,i,14,0,-11,i,i,i,i,-12,i
COCCNC(=O)C(C)Oc1ccccc1 (centres undefined),-2,i,-1,-3,-8,i,i,i,i,-6,i

# Reformatted with tabs: eleven of the compounds above.
SMILES	Dyrk1A ADPGlo	RGS4 act	GSK3 alpha inh	GSK3B inh	hERG protect	KCNQ1 act	PolyA inhibitor	KCNQ1 inh	KCNK3 inh	HDAC3 inh	KCNK9 block
O=C(CCCSc1nc2ccccc2s1)NC1=NCCS1	33	i	nt	2	-11	i	i	i	i	-7	i
COc1ccc(/C=C(/NC(=O)c2ccccc2)C(=O)NCCCn2ccnc2)cc1OC	-4	i	2	-1	-10	i	i	i	i	8	i
CCC(C)[C@H](NC(=O)Nc1ccc(C)cc1C)C(=O)O (some centres undefined)	-7	i	-1	-1	-10	i	i	i	i	-5	i
CC(=O)C(/C=N/c1ncc(C(F)(F)F)cc1Cl)=C(\C)O	0	i	1	-1	-9	i	i	i	i	nt	i
C=C(C)CNC(=S)N/N=C(\C)c1cccc(NC(C)=O)c1	-1	i	nt	0	-6	i	i	i	i	nt	i
COc1ccc(C(=O)CSc2nnc(CC(=O)Nc3ccccc3OC)n2C)cc1	nt	i	-1	-1	-6	i	i	i	i	0	i
O=C(C1CCN(C2CCN(C/C=C/c3ccccc3)CC2)CC1)N1CCOCC1	-4	i	0	1	-11	i	i	i	i	-1	i
COc1ccc(/C=C(/NC(C)=O)C(=O)O)cc1	5	i	2	-6	-9	i	i	i	i	2	i
COc1ccc(CC(=O)N(C)Cc2cccc(OC)c2OC)cc1S(=O)(=O)N1CCOCC1	15	i	1	3	-7	i	i	i	i	2	i
Cc1[nH]nc2c1C1(C(=O)Nc3ccc([N+](=O)[O-])cc31)C(C#N)=C(N)O2 (centres undefined)	0	i	-2	4	-11	i	i	i	i	-12	i
CCOC(=O)c1nnc(-c2ccccc2)nc1N1CC(C)OC(C)C1 (centres undefined)	-5	i	-1	-3	-6	i	i	i	i	-8	i

# Going on with the list.
SMILES,Dyrk1A ADPGlo,RGS4 act,GSK3 alpha inh,GSK3B inh,hERG protect,KCNQ1 act,PolyA inhibitor,KCNQ1 inh,KCNK3 inh,HDAC3 inh,KCNK9 block
CCOC(=O)c1cnc(-n2nc(C)cc2C)nc1Oc1ccc(C(=O)OC)cc1,nt,i,-1,-1,-9,i,i,i,i,nt,i
COc1ccc(-c2nc(N3CCC(C)CC3)[nH]c(=O)c2C#N)cc1,-4,i,0,3,-9,i,i,i,i,-1,i
CCCCc1c(C)nc(Nc2ccc(OC)cc2)[nH]c1=O,4,i,-4,0,-3,i,i,i,i,-1,i
Cc1ccc(-n2ncc3c2CCCC3NC(=O)CCCN2CCCC2=O)cc1C (centres undefined),-3,i,0,0,-3,i,i,i,i,4,i
O=C(CCCc1ccccc1)Nc1ccnn1C1CCN(Cc2ccccc2F)CC1,2,i,-1,2,-11,i,i,i,i,-11,i
O=C(NCCO)C1COc2ccccc2O1 (centres undefined),2,i,-4,2,-1,i,i,i,i,-13,i
CC(C)CN1C(=O)c2ccc(C(=O)Nc3ccccc3C(=O)O)cc2C1=O,-1,i,-3,4,-9,i,i,i,i,4,i
CC1(c2ccc(OC(F)F)cc2)NC(=O)N(CC(=O)Nc2ccc(Cl)cc2F)C1=O (centres undefined),1,i,-3,-2,-6,i,i,i,i,11,i
O=C(Cn1c(=O)[nH]c2ccsc2c1=O)NC1CCCCC1,-5,i,-2,2,-6,i,i,i,i,-4,i
Cc1c(C(=O)NCc2ccccc2)c(-c2ccccc2)nn1-c1ccccc1,-1,i,0,-1,-9,i,i,i,i,-4,i
COc1cc(/C=N\NC(=O)c2ccc(=O)[nH]n2)cc(OC)c1OC,-7,i,0,-2,-4,i,i,i,i,6,i
O=C(CSc1cccc[n+]1[O-])N1CCc2ccccc21,-9,i,-1,3,-11,i,i,i,i,nt,i
CN(CC(=O)Nc1ccc(F)cc1)C(=O)c1cc2c(s1)CCCCC2,1,i,0,5,-8,i,i,i,i,-1,i
Cc1ccc2nc(C)c(C(=O)NN=C3CCCCCC3)n2c1,1,i,nt,1,-11,i,i,i,i,1,i
Cc1cc(C(F)(F)F)n2ncc(-c3cccc(Br)c3)c2n1,4,i,0,1,-15,i,i,i,i,-10,i
COc1ccc(CN=C2NC(=O)CC(C(=O)Nc3ccc(F)cc3)S2)cc1 (centres undefined),-6,i,-2,6,-8,i,i,i,i,12,i
O=C(N/N=C/c1ccc2c(c1)OCO2)c1sc2cc(Cl)ccc2c1Cl,2,i,-5,2,-2,i,i,i,i,3,i
COc1cc(CCCN2C(=S)NC[C@H]2Cc2ccc(O)cc2)cc(OC)c1OC,-1,i,nt,3,-4,i,i,i,i,0,i
